esBAF inh: Bmi1 luciferase reporter increase in mESCs, primary screen, esBAF inhibitor project, mouse ES cells, Bmi1 luciferase knock-in, single point; 24 h; 100% = twice the neutral-well signal; reporter increase, % at 12.5 µM; 350,000 tested, 2% active; AID 602393, 2012; in the data active means activation above about 40%; inconclusive means no clear call, values can overlap the other calls;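 further: 0% = median of the plate's neutral control wells and 100% = double that signal; a rise in the Bmi1 reporter signal indicates esBAF inhibition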
E-selectin induc: E-selectin induction in HUVECs, primary screen, imaging, HUVEC, immunofluorescence imaging, single point | P16581 | normalized: neutral wells 0, TNF-alpha wells 100 | activation, % at 7.58 µM | 260,000 tested, 0.37% active | AID 686992, 2013;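 active means mean E-selectin-positive cell signal at least 10% of the positive control, reached in at least 60% of replicates, without over 20% cell loss; inconclusive means no rule given, readout overlaps actives, possibly toxicity-flagged; inactive means the rest, including those meeting only one limit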;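 further: in these data hits start at about 27%; measured in HUVEC primary endothelial cells; signal is the percent of cells scored E-selectin positive by PE staining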
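Read-out: % PE-positive cells | Test system: HUVEC | Doses: One compound dose added by pin transfer | Buffer or medium: EGM-2 over gelatin coat | Signal: Immunofluorescence imaging | Benchmarks: TNF-alpha, DMSO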
FN deposition inh: inhibitors of fibronectin matrix deposition, primary screen, AH1F cells, Alexa488-fibronectin fluorescence, plate reader. AH1F fibroblasts, overnight. inhibition, % at 12.6 µM. 350,000 tested, 0.086% active;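 active means mean inhibition across replicates of 30% or more, regardless of how many single replicates reach that level; inconclusive means mean under 30% yet at least half of replicates reach 30%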;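 further: positive control wells lacked labelled fibronectin entirely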
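material = AH1F fibroblast monolayer depositing Alexa488-labelled fibronectin into matrix | amount = 10000 AH1F cells/well | buffer or medium = DMEM plus 2% serum, read in PBS | incubation = 1 h cell adhesion before compound, then overnight fibronectin incubation | detection = fluorescence at 485 nm excitation, 525 nm emission | evaluation = percent inhibition as loss of matrix-bound fibronectin fluorescence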
RAD52 inh: RAD52 DNA annealing inhibitors, primary screen, biochemical, FRET, single point, set 2. DNA repair protein RAD52 homolog (Homo sapiens), P43351. recombinant RAD52 DNA annealing, FRET fluorescence. inhibition, % at 18.7 µM. 360,000 tested, 0.46% active;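 active means every replicate showing at least 50% inhibition; inconclusive means mean inhibition at least 50% but not in every replicate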
RAD54 inh: inhibitors of human RAD54 branch migration, primary screen, biochemical, fluorescence, single point | inhibition, % at 10.4 µM | RAD54 Holliday junction branch migration, FAM/BHQ fluorescence | DNA repair and recombination protein RAD54-like (Homo sapiens), Q92698 | AID 602329, 2012 | 360,000 tested, 0.14% active;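 active means mean normalized replicate activity at least 40 and at least half of replicates scoring 40 or more; inconclusive means only one of the two criteria met; inactive means mean below 40 and under half of replicates reaching 40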;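 further: 0% = median of neutral control wells and 100% = median of positive control wells; inhibitors cause a drop in the FAM fluorescence signal; in these data hits start at about 50%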
Target sequence (Q92698 whole entry, looked up): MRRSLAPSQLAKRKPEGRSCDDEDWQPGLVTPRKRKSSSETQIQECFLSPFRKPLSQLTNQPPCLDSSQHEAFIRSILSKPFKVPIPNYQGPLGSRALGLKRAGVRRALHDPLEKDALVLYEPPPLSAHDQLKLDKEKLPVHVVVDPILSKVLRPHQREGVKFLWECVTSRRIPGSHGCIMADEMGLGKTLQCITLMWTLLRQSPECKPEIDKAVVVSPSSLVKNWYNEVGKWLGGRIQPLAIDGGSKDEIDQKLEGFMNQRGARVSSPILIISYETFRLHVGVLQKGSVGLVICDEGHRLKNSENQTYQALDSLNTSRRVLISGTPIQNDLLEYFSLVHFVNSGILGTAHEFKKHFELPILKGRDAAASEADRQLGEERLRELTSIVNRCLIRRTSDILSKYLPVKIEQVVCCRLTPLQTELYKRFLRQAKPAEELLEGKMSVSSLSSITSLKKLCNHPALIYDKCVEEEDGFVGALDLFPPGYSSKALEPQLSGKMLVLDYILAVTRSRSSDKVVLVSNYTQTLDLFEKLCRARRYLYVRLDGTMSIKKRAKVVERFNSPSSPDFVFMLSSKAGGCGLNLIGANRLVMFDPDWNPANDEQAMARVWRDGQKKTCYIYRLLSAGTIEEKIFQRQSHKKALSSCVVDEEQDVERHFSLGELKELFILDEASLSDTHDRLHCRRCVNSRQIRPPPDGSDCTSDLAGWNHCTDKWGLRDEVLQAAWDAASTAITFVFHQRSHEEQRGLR
S100A4 inh HTS: inhibitors of S100A4-myosin IIA peptide binding, primary screen, biochemical, fluorescence polarization, TAMRA-MyoIIA peptide | inhibition, % at 10.7 µM | Protein S100-A4 (Homo sapiens), P26447 | 360,000 tested, 0.14% active;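 active means mean inhibition of at least 70% across replicates, with every replicate also reaching that level; inconclusive means mean inhibition reaches 70% but some replicates fall short; inactive means mean inhibition below 70%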
Target sequence (P26447 whole entry, looked up): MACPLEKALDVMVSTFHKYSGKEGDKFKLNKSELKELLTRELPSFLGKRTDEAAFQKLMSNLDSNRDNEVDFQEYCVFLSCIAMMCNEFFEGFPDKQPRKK
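System – human S100A4 monomer protein, biochemical binding assay · Buffer or medium – Calcium-containing HEPES buffer, pH 7.2 · Timing – 5 min between mix addition and reading · Also added – TAMRA-labelled myosin IIA heavy-chain peptide probe, 5 nM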
EWS-Fli block: EWS/Fli-driven NR0B1 reporter inhibitors, primary screen, A673 cells, NR0B1 luciferase, luminescence, MLPCN library; 350,000 tested, 0.67% active; viability-normalised; inhibition, % at 12.6 µM;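 active means mean inhibition of at least 50% after viability correction, with every replicate also passing that limit; inconclusive means mean reaches 50% but only one of two replicates passes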;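 further: firefly luciferase signal divided by Alamar Blue viability fluorescence both relative to DMSO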
Xi reactivation: activators of inactive X chromosome reactivation, primary screen, imaging, XiGFP fibroblasts, GFP high-content imaging, set 2; XiGFP mouse fibroblasts, % GFP-positive cells imaging, 3 d; cells co-treated with 5-aza-dC sensitizer; scaled so ellipticine positive control = 100%; activation, % at 7.58 µM; 360,000 tested, 0.055% active; AID 743238, 2013;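 active means mean normalized replicate activation at least 10% and every replicate at or above 10%; inconclusive means only one of the two criteria met; inactive means mean below 10% and not all replicates reach 10%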;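 further: 0% = median of on-plate neutral control wells and 100% = ellipticine 6 µM median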
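System: XiGFP fibroblasts, SV40-immortalized. Medium: DMEM plus 5-aza-dC sensitizer. Doses: single point. Timing: 3 d treatment, 15 min room-temperature fixation. Control set: ellipticine 6 µM.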
Numbers without * were called inactive; ? = inconclusive; . = not tested or not shown; & = joins results of further samples.

molecule	esBAF inh	E-selectin induc	FN deposition inh	RAD52 inh	RAD54 inh	S100A4 inh HTS	EWS-Fli block	Xi reactivation
Cc1onc(-c2ccccc2)c1C(=O)N/N=C/c1cccs1	.	1.5	-2	0	-10	-6	-1	0.3
COC(=O)[C@@]1(C)[C@H]2C(=O)N(Cc3ccccc3)C(=O)[C@H]2[C@H]2CN=C(SCc3ccccc3)N21	-6	2.6	1	-8	8	13	-5	0.0
O=C1NCCN1CCN1C(=O)c2ccccc2NC1c1ccccc1 (stereo not given)	-6	0.1	3	-1	10	-1	-8	0.0
CO[C@@H]1CN(C)C(=O)c2cc(NS(C)(=O)=O)ccc2OC[C@H](C)N(CCC(F)(F)F)C[C@@H]1C	-5	-0.3	2	4	0	-5	-3	-0.2
CC(C)CN1CCC(CN2CCNC(=O)C2=O)CC1	-5	.	-4	-5	-4	0	2	0.0
Cc1cc(C(=O)Nc2ccc3c(c2)C(=O)N(C)[C@H]2CC[C@H](CC(=O)Nc4ccc(Cl)cc4)O[C@@H]2CO3)no1	22	0.2	12	5	10	0	-9	0.0
Cc1cc(C)n2nc(N)c(N=Nc3ccccc3)c2n1	.	5.7	8	-4	.	-8	-27	0.0
O=C(CCN1C(=O)c2ccccc2C1=O)NCc1ccccc1	-4	-0.1	-5	-13	7	-2	.	0.0
CCCCn1c(N)c(N(CCOC)C(=O)c2ccc(C)o2)c(=O)[nH]c1=O	.	.	2	-15	.	-4	1	-0.1
CCOc1ccc(Cl)cc1CSc1n[nH]c(C)n1	.	.	-13	-3	-3	7	-12	0.1
Cc1ccc(C(C(=O)NCc2ccccc2)N(Cc2ccco2)C(=O)c2snc(C(N)=O)c2N)o1 (stereo not given)	7	.	8	-34	-18	0	16	.
CCOc1ccc(S(=O)(=O)Nc2ccc(C(=O)N3CCCC3)cc2)cc1	2	-0.8	.	4	-3	-1	.	0.2
C[C@H]1CN([C@@H](C)CO)C(=O)c2cc(NC(=O)CCN3CCOCC3)ccc2O[C@@H]1CN(C)C(=O)NC1CCCCC1	-2	9.5	.	7	0	-3	-7	0.0
CNC[C@@H]1Oc2c(NS(=O)(=O)c3ccc(C)cc3)cccc2C(=O)N([C@H](C)CO)C[C@H]1C	-1	0.4	.	-7	3	-3	0	-0.9
C[C@H](CO)N1C[C@H](C)[C@@H](CN(C)CC2CCOCC2)Oc2ncc(-c3ccc(F)cc3)cc2C1=O	-5	-0.1	-7	-2	2	12	-1	-0.8
Cc1nccc2oc(=O)c(NC(=O)c3ccc(Cl)cc3)cc12	30	.	10	-29	-8	4	-10	0.4
CC1CCCN(C(=O)c2ccc(OC3CCN(CCc4ccccc4)CC3)cc2)C1 (stereo not given)	12	.	11	-10	6	2	14	0.1
Cc1ccccc1S(=O)(=O)N1[C@H](C#N)[C@@H](c2ccc(-c3ccccc3)cc2)[C@@H]1CO	-6	0.4	9	-50	-2	9	8	0.0
CSCC[C@H](NC(=O)N1CCn2c1nc1ccccc12)C(=O)NCC1CCCO1 (stereo not given in full)	-4	-0.1	-3	-6	-9	-2	.	0.0
CC1(C)c2[nH]c3ccccc3c2C[C@H]2C(=O)N(Cc3ccccc3)C(=O)N21	9	0.0	6	3	-13	5	-5	0.0
Cc1oc(S(=O)(=O)N2CCCCC2)cc1NC(=O)Nc1ccc(Cl)cc1	.	0.6	2	-23	.	6	13	0.2
O=C(Cn1nnc2c(cnn2-c2ccc(F)cc2)c1=O)Nc1ccccc1C(F)(F)F	.	.	0	1	.	-3	9	0.0
O=C(/C=C/c1ccc2c(c1)OCO2)c1cccnc1	-1	-0.1	2	-12	-5	6	2	-0.1
O=C(NCCS(=O)(=O)N1CCN(c2ccccc2)CC1)c1cc(=O)c2ccccc2o1	-1	0.0	6	-30	-1	-2	-3	-0.2
CCN(CC)CCN(Cc1cc2cc3c(cc2[nH]c1=O)OCO3)C(=S)NCCCOC	-8	.	3	-8	11	-2	0	0.0
C[C@@H]1CN([C@@H](C)CO)C(=O)c2cc(C3=CCCC3)cnc2O[C@@H]1CN(C)C(=O)CN1CCOCC1	0	-0.2	12	0	7	5	-23	-0.1
C[C@H]1CN([C@@H](C)CO)C(=O)c2cc(C#Cc3ccccn3)cnc2O[C@@H]1CN(C)Cc1ccccc1	5&-1&-12	-0.1&-0.1	-5&-3	-7&13	5&-3	-2&9	7&13&5	-0.2
CO[C@@H]1CN(C)C(=O)c2ccc(NC(=O)Nc3cccc(F)c3)cc2OC[C@@H](C)N(C(=O)Nc2c(C)noc2C)C[C@H]1C	?	0.0	-30	-22	4	-6	-5	-0.3
C[C@H](CO)N1C[C@H](C)[C@H](CN(C)S(=O)(=O)c2ccc(F)cc2)Oc2ncc(C#CC3CCCCC3)cc2C1=O	-19	0.1	-9	-5	0	12	6	-0.8
COc1ccccc1CNC(=O)C[C@H]1CC[C@H](NC(=O)CC2CC2)[C@H](CO)O1	4	-0.2	3	-1	-5	-3	6	-0.6
CN(Cc1ccc(F)cc1)C(=O)c1cccc(S(=O)(=O)N2CCN(c3ccccc3)CC2)c1	11	1.0	8	-6	-3	-3	13	0.3
O=C(COC(=O)/C=C/c1cccc([N+](=O)[O-])c1)NCc1ccc2c(c1)OCO2	0	.	6	-12	.	2	-7	0.6
Cc1cnnn1-c1ccc([N+](=O)[O-])cc1	.	.	2	-26	.	33	-3	0.1
O=C(Cn1ncc2c(=O)oc3ccccc3c21)NCC1CCCO1 (stereo not given)	10	-0.3	-8	-3	-6	-2	-3	-0.1
C/C=C/c1ccc2c(c1)O[C@H](CN(C)C(=O)C1CCCCC1)[C@@H](C)CN([C@H](C)CO)S2(=O)=O	6	0.0	.	6	2	-5	8	-0.9
COCCCn1c(=O)c2ccccc2n(Cc2cc(C(=O)OC)ccc2OC)c1=O	11	.	1	-9	1	-6	-2	0.0
COc1ccc(C2=CC(=O)C[C@H](c3ccc(F)cc3)C2)cc1OC	-2	-0.1	6	-23	-2	-3	0	0.0
COc1ccc(NC(=O)C/C(C)=N/NC(=O)c2cnccn2)c(OC)c1	5	0.1	6	13	0	0	-4	-0.1
Cc1ccc(NC(=O)CCc2nnc3ccc(N4CCC(C)CC4)nn23)nc1	40	.	3	-14	9	-2	-4	0.2
CCCC(=O)Nc1ccc2c(c1)OC[C@H](C)N(Cc1nccs1)C[C@H](C)[C@@H](OC)CN(C)C2=O	-2	0.0	2	2	-3	-15	4	-0.2
CCOC(=O)C1=C(C)N(CCCC(=O)O)C(=O)NC1c1ccccc1OC(=O)c1cccs1 (stereo not given)	.	-0.1	-1	-2	.	-2	7	0.1
Cc1occc1C(=O)N(C)Cc1nc(-c2ccccc2)no1	-1	0.9	4	-17	-14	-3	-5	0.0
COc1ccc(-c2csc3ncnc(N4CCN(S(=O)(=O)c5ccc(C)c(C)c5)CC4)c23)cc1	18	.	16	-34	1	1	21	0.2
COCc1ccc(CN2CCC(C(=O)Nc3cccc(-c4cscn4)c3)CC2)o1	-3	-0.3	0	-8	-6	2	.	0.0
O=C(C[C@@H]1C[C@@H]2c3cc(NS(=O)(=O)c4ccccc4)ccc3O[C@@H]2[C@H](CO)O1)NC1CCCCC1	3	0.1	3	4	-1	-1	4	0.1
COC(=O)c1cn(C(=O)c2cc(Br)ccc2Cl)c2ccccc12	-4	.	0	-16	-6	-20	-2	0.0
CCOP(=O)(c1ccc(N(C)C)cc1)C(O)c1ccc(C)cc1 (stereo not given)	.	-0.4	1	-6	.	6	6	0.1
Cc1nnsc1C(=O)NC1CCCCC1	-3	.	.	-5	6	1	-6	.
COc1ccc(/C=N/NC(=O)c2ccccc2OCc2ccccc2)c(OC)c1	-5	.	0	-3	-7	3	-1	0.0
CCOc1ccc(C2C(C(=O)OC)=CN(C(C)c3ccccc3)C=C2C(=O)OC)cc1 (stereo not given)	0	0.2	3	-15	-3	-3	-13	0.3
C=CCn1c(C)cc(C(=O)CSc2nnc(C3CC3)n2C2CC2)c1C	27	.	1	-8	6	0	-50	0.0
Cc1cc(NC(=O)CSc2nc(N)c(NC(=O)c3ccco3)c(=O)[nH]2)no1	-7	.	-6	5	0	-2	9	0.0
CCN(C(=O)CSc1nc(-c2ccccc2)cn1N)c1c(N)n(Cc2ccccc2)c(=O)[nH]c1=O	-6	0.2	-12	-3	0	4	-7	0.0
O=C1OCC2=C1C(c1ccc(F)cc1)c1cc3c(cc1N2)OCCO3 (stereo not given)	.	-3.6	5	-6	.	-5	46	0.4
CN1CCN(S(=O)(=O)c2ccc(NC(=S)NC(=O)C(C)(C)C)cc2)CC1	.	.	-3	-12	.	-6	-1	0.0
COc1cccc(NC(=O)Nc2ccc3c(c2)C(=O)N(C)C[C@H](OC)[C@H](C)CN(C)[C@H](C)CO3)c1	6	0.2	0	89*	0	29	-7	-0.3

Assay outcomes deposited in PubChem by Broad Institute.
